GC-B act: human GC-B receptor activators, primary screen, HEK293 GC-B cells, cGMP TR-FRET, EC30 CNP; Atrial natriuretic peptide receptor 2 (Homo sapiens), P20594; 0% at EC30 CNP, 100% saturating CNP; activation, % at 10 µM; 370,000 compounds, 0.11% hits;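 active means activation at 10 µM reaching about 35% in either raw or pattern-adjusted values, limit read from the data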
PG9 Ab binder: binders of HIV-1 gp120 antibody PG9, primary screen, biochemical, TR-FRET; HIV-1 gp120 / PG9 antibody interaction; TR-FRET gp120-PG9 antibody binding; inhibition, % at 6.7 µM; 360,000 compounds, 0.43% hits; AID 624416, 2012; in the data active means inhibition above about 8.5%
mABHD4 FP: ABHD4 inhibitors, primary screen, biochemical, fluorescence polarization, mouse | purified mABHD4, FP-Rh probe fluorescence polarization | (Lyso)-N-acylphosphatidylethanolamine lipase (Mus musculus), Q8VD66 | inhibition, % at 8.92 µM | 370,000 compounds, 0.54% hits;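 active means inhibition exceeding the mean over every tested compound plus 3 SD, cut at about 30% in these data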;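 further: 0% = plate median of compound wells and 100% = S159A mutant with DMSO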
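system = mouse ABHD4 enzyme, wild type | medium = HEPES pH 7.0, NaCl, Pluronic buffer | also added = FP-Rh probe | incubation = Enzyme–compound pre-incubation 45 min, then probe 60 min, both 25 °C | technique = fluorescence polarization, excitation 525 nm, emission 598 nm, BODIPY TMR filters | controls = S159A mutant high control, sample median low control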
SMARCA2 act: SMARCA2 (BRM) function activators, primary screen, cell-based, luminescence, high throughput | 370,000 compounds, 1% hits | MG213 cells, MMTV-luciferase reporter, dexamethasone, overnight | AID 652017, 2013 | activation, % at 9.1 µM; in the data active means activation above about 7.8%;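 further: 0% = vehicle wells and 100% = reference activator wells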
ASAP1 inh: inhibitors of human ASAP1 ArfGAP activity, primary screen, biochemical, fluorescence polarization | Arf-GAP with SH3 domain, ANK repeat and PH domain-containing protein 1 (Homo sapiens), … | ASAP1-stimulated ARF1 GTP hydrolysis, GDP FP detection | inhibition, % at 16.5 µM | 360,000 compounds, 0.19% hits; in the data active means inhibition above about 25%;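 further: 0% = vehicle with enzyme and substrate and 100% = no enzyme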
Target sequence (Q9ULH1 325-724 limits assumed): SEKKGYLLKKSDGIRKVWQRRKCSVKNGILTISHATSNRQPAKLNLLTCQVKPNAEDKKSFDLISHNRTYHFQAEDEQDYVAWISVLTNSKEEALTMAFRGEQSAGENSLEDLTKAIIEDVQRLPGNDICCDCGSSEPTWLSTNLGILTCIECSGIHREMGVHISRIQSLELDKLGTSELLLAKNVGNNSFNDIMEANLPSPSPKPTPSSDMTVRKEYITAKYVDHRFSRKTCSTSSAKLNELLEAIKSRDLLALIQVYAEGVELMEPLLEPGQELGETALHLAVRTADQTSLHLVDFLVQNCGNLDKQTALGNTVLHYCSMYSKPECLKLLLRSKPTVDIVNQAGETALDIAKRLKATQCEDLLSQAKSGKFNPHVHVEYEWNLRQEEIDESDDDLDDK
rCAG binder: binders of r(CAG) RNA repeats, primary screen, biochemical, fluorescence | inhibition, % at 3 µM | AID 651821, 2012 | 370,000 compounds, 1.3% hits | r(CAG) RNA repeat, TO-PRO-1 dye displacement fluorescence;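 active means inhibition above the plate cutoff, the mean of all test compounds on that plate plus 3 SD, cut at about 35% in these data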;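 further: 0% = DMSO alone and 100% = 100 µM mitoxantrone as full dye displacement; higher means more dye released from RNA so lower well fluorescence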
ARFGAP1 inhibitor: inhibitors of rat ARFGAP1 GAP activity, primary screen, biochemical, fluorescence polarization, GDP tracer; 360,000 compounds, 0.26% hits; inhibition, % at 16.5 µM; Arfgap1-stimulated ARF1 GTP hydrolysis, GDP FP detection; ADP-ribosylation factor GTPase-activating protein 1 (Rattus norvegicus), Q62848;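 active means inhibition above a per-plate limit, mean inhibition of low control wells plus 3 SD, cut at about 25% in these data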;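 further: 0% = DMSO wells with enzyme and 100% = wells lacking Arfgap1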
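Assay system: purified rat His6-Arfgap1 residues 1-136 (GAP domain); Reagent: human Δ17 ARF1 bound to GTP; Dosing: 16.5 µM single point, 1.26% DMSO; Times: GTP hydrolysis reaction 2 h at 25 °C; Signal: FP, GDP Alexa 633 tracer displaced from anti-GDP antibody, 620/688 nm; Measure: % inhibition from polarization.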
HTRA1 inh: HTRA1 serine protease inhibitors, primary screen, biochemical, fluorescence polarization, HTS. AID 504803, 2011. recombinant HTRA1, FP-rhodamine activity-based probe. inhibition, % at 5.96 µM. Q92743. 340,000 compounds, 0.5% hits; in the data active means inhibition above about 36%;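 further: 0% = enzyme with DMSO and 100% = wells lacking enzyme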
NPR1 activator: GC-A stimulated cGMP production enhancers – HEK293 GC-A cells, cGMP TR-FRET, EC30 ANP, primary screen. Atrial natriuretic peptide receptor 1 (Homo sapiens), P16066. 0% at EC30 ANP, 100% saturating ANP. activation, % at 10 µM. 370,000 compounds, 0.14% hits; in the data active means activation above about 40%
Rev-erbA mod: modulators of Rev-erb alpha DNA binding, primary screen, biochemical, FITC-DNA, fluorescence polarization, uHTS. AID 1259318, 2017. activity, % at 10 µM. 370,000 compounds, 0.79% hits. Rev-erbα–FITC-DNA binding, 90 min;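 active means activity above about 14%, limit read from the data; passing the limit was not always enough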;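 further: 0% = DMSO wells with 35 nM protein and 100% = DMSO wells with 750 nM protein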
Target sequence (P20393 whole entry, looked up): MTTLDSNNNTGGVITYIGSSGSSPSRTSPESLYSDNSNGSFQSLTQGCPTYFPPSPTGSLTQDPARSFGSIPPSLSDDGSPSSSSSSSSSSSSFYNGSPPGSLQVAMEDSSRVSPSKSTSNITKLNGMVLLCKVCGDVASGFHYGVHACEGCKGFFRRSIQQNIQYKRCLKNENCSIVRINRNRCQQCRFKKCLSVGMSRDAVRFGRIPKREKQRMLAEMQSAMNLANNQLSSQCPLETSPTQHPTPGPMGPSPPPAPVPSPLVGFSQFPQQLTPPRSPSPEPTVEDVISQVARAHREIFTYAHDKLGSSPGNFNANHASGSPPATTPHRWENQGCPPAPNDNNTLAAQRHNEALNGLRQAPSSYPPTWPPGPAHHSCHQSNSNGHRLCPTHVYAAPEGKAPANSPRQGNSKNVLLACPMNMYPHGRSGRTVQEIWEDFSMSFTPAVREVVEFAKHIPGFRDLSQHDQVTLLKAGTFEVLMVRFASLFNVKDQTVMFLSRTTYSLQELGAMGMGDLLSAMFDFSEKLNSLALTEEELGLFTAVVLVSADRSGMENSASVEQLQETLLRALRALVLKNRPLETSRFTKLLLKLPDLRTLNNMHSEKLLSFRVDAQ
Numbers without * were called inactive; . = not tested or not shown. The order is random; 4.4% or so of the library scored in one or more.

mol	rCAG binder	mABHD4 FP	NPR1 activator	HTRA1 inh	Rev-erbA mod	SMARCA2 act	ARFGAP1 inhibitor	PG9 Ab binder	ASAP1 inh	GC-B act
CCNC(=O)NC(=O)C(C)OC(=O)[C@H](C)NS(=O)(=O)c1c(C)c(C)cc(C)c1C (some centres not stated)	-8.5	-2.7	1.1	2.7	0.8	-3.9	1.8	-1.6	2.5	-5.5
COc1ccc(/C(C)=N\NC(=O)c2ccc(-c3ccccc3)cc2)c(F)c1	1.1	-3.6	0.5	-2.7	-0.7	-0.5	-4.3	-0.2	-3.0	1.7
C#Cc1ccc(CN2CCN(Cc3ccsc3)C(CCO)C2)cc1 (configuration not stated)	-3.0	-7.4	-2.5	-1.3	5.5	3.7	-7.4	-1.1	12.4	0.7
COc1ccccc1C=C(C(=O)c1ccccc1)c1ccccc1	0.7	-12.6	-4.0	.	18.1*	-2.9	9.8	-2.5	1.0	-7.0
COc1ccc(C(=O)C2CCCN(Cc3sc(N4CCCC4)nc3Cl)C2)c(OC)c1 (configuration not stated)	-6.7	-3.3	-10.1	-1.8	-1.3	-3.2	0.9	-1.5	4.1	-3.2
CCn1c(SCC(=O)OC)nnc1-c1ccc(C)cc1	-0.3	3.8	-1.7	-0.3	1.0	-4.0	1.3	-1.3	4.3	-0.3
Nc1nc(SCC(=O)c2c(N)n(Cc3ccccc3)c(=O)[nH]c2=O)n[nH]1	-0.7	-0.3	5.1	0.0	-0.4	-0.5	-3.4	0.3	6.0	1.4
Cc1cc(/C=N/n2cnnc2)c(C)n1-c1ccc2c(c1)OCO2	-5.7	-1.4	2.0	3.9	0.5	-4.3	5.8	1.3	2.6	0.7
CC1=Nn2c(nnc2-c2n[nH]c3c2CCC3)SC1	-2.6	9.5	1.1	7.0	-6.1	-1.5	-3.1	-0.1	-2.2	2.8
Cc1ccccc1OCc1nnc(SCC(=O)Nc2ccc3nc(SCC(=O)Nc4ccccc4)sc3c2)n1C	11.2	-16.6	-7.7	-26.0	0.8	-1.4	3.7	1.2	-9.2	-2.5
COc1ccc(COC(=O)CCN=C2NS(=O)(=O)c3ccccc32)cc1F	1.9	5.0	-1.8	-7.2	-2.4	-0.8	0.5	0.0	2.7	-5.9
COCCNC(=S)N1CCC(Cc2ccccc2)CC1	-3.5	-0.7	2.5	-0.6	4.5	-5.5	-2.5	-1.4	-1.0	6.2
CSc1nsc(SCC(=O)Nc2ccc(F)cc2)n1	9.2	-19.9	1.7	-0.9	-0.2	2.9	1.6	0.3	14.1	-11.0
COC(=O)[C@]1(C)N[C@H](CN(C)C(=O)C2CCCCC2)[C@@H]2C(=O)N(C)C(=O)[C@@H]21	0.1	-2.0	1.4	3.4	-11.2	1.2	-1.6	-0.4	-3.2	1.1
O=C(CNCCc1ccc(F)cc1)Nc1cc(F)ccc1F	5.3	4.3	-2.8	-3.4	9.3	0.7	4.1	-1.6	-6.6	-3.2
Cc1cccc(N(CC(=O)N2CCN(c3ccccc3F)CC2)S(C)(=O)=O)c1	-4.0	3.5	-2.9	-8.3	1.9	-4.2	-6.3	0.1	9.3	3.3
O=C1OCC(CC2=C(O)C(=O)OC2)=C1O	1.9	4.7	-0.7	1.5	1.0	-1.5	-7.1	-1.1	2.8	1.8
CCc1nn(CC(=O)NCCCN2CCOCC2)c(=O)c2cc3cc(F)ccc3n12	-1.6	-4.9	7.3	2.5	-2.1	-2.5	7.2	-1.0	5.8	3.1
CC(NC(=O)CNC(=O)c1ccc2c(c1)OCO2)c1ccc(S(N)(=O)=O)cc1 (configuration not stated)	4.2	4.7	1.7	-0.9	-5.3	0.8	-3.9	-1.7	-1.1	-1.2
O=C(c1ccco1)N1CCN(c2ncnc3c2nnn3Cc2ccccc2Cl)CC1	6.1	-5.6	-5.7	-3.8	1.2	-0.3	0.9	-0.3	-8.3	-11.3
CCOC(=O)/C=C1\Nc2ccccc2SC1=O	-0.3	-0.4	0.9	-3.4	-3.3	7.5	5.5	-0.7	-0.1	-0.9
C[C@H]1COc2cc(N3CCCC3)ccc2S(=O)(=O)N1	1.1	-4.7	0.4	.	-3.8	-2.7	14.5	-1.2	6.3	-1.6
COc1ccc(OC)c(NC(=O)c2ccc(S(=O)(=O)N3CCN(C)CC3)cc2)c1	-0.7	4.6	2.6	5.1	1.8	-4.0	3.9	-0.7	11.6	-0.7
CCN(CC)c1ccc(/C=N/NC(=O)c2ccccn2)cc1	-4.7	6.3	1.9	2.0	-1.5	6.5	1.6	-6.4	-5.5	-5.9
O=C(Nc1ccccc1C(=O)NCC1CCCO1)c1ccc(Cl)cc1Cl (configuration not stated)	-3.1	-2.8	-2.9	5.6	-1.7	2.3	9.4	-1.2	6.2	3.1
COc1cc2c(cc1OC)C(c1ccc(-c3ccc(Cl)c(Cl)c3)o1)=NCC2	4.4	-16.8	-0.4	-56.0	4.0	-2.1	1.1	0.2	4.5	7.2
CCOc1ccc(CCNC(=O)C2CCN(S(=O)(=O)N3CCCCC3)CC2)cc1OCC	-7.3	-0.2	3.5	6.5	-3.6	-1.3	-5.2	0.3	-4.2	-3.5
Cc1ccc(NC(=O)C(OC(=O)c2ccccc2Cl)c2ccccc2)cc1Cl (configuration not stated)	12.8	-92.3	-4.8	-42.0	9.8	-1.3	5.4	-1.6	7.5	1.0
CCCCNC(=S)NNC(=O)c1csc(C)c1C	1.3	8.2	1.5	1.7	-1.4	-0.8	3.5	-0.6	-3.2	1.7
CCc1c(-c2ccccc2)nc2nc(C)c(C)nn12	3.9	-1.2	2.1	-0.6	0.1	2.0	4.0	-0.5	-2.0	-0.2
CCOC(=O)C1=C(COC(=O)/C=C/c2ccccc2)NC(=O)NC1C (configuration not stated)	-6.1	-2.0	3.1	-3.9	0.5	-0.1	-1.6	-0.7	-15.7	-2.5
Cc1oc(-c2cccs2)nc1CS(=O)CC(=O)NCCc1ccccc1 (configuration not stated)	7.9	6.8	1.7	-4.5	-4.9	-2.5	-8.3	-1.0	-5.6	1.6
CC1Sc2ccc(Cl)cc2-c2nc(N)ncc21 (configuration not stated)	-1.6	-11.6	3.4	-6.4	-1.5	-2.8	4.0	1.4	5.9	-1.0
COc1cc(/C=C/c2ccc3cccc(O)c3n2)ccc1O	20.3	18.2	8.8	33.8	9.6	7.7	-2.3	-1.8	15.4	-7.9
CCOC(=O)c1c(C)[nH]c(C(=O)Cn2c(=O)c3c(ncn3CC)n(Cc3ccccc3)c2=O)c1C	2.1	-9.8	11.6	-20.0	3.5	3.9	6.6	-3.3	6.9	17.2
Cc1ccc(C(=O)Nc2ccc(Oc3cccc(C(F)(F)F)c3)nc2)cc1	-5.3	-2.3	1.5	1.2	0.2	-5.4	-0.5	-2.2	-5.1	-0.8
CCO/C(C)=C1\C(=O)Nc2ccccc21	4.9	-3.1	4.6	-5.3	1.5	1.6	-1.4	-2.1	-2.1	1.0
CCCOc1ccc(C2=CSC3=NCCN23)cc1Cl	2.5	3.3	4.0	4.9	-10.8	-3.4	-5.7	-3.3	0.8	-2.8
COC(=O)c1cccc(S(=O)(=O)N2CCN(c3nc4ccccc4s3)CC2)c1	-5.3	-0.7	-8.4	1.2	0.3	-1.3	7.3	0.0	-3.1	-5.4
COc1ccccc1CNC(=O)c1ccccc1C(=O)NC(CC(C)C)C(=O)NCc1ccccc1OC (configuration not stated)	-1.9	-3.8	-0.9	-0.5	5.9	0.4	-1.6	1.4	-7.0	-2.1
CCO[C@H]1OC(C(=O)N2CCOCC2)=C[C@@H](c2ccc(Br)cc2)[C@@H]1CCCO	-5.9	1.0	-2.3	6.8	-0.2	-0.5	4.6	-0.7	2.1	-0.2
Cc1cn(C2CCCCC2)c(=O)n(-c2ccccc2)c1=O	0.8	-5.1	3.8	5.4	-5.2	0.9	-0.3	0.0	-0.7	1.4
Cc1ccc2nc(-c3ccccc3)oc(=O)c2c1	0.8	4.5	-4.3	6.7	3.7	0.5	2.3	-0.8	11.1	-12.9
O=C(Nc1ccn(CCCN2CCC(N3CCOCC3)CC2)c(=O)n1)OCc1ccccc1	-1.4	0.9	4.1	2.4	2.3	1.9	-2.2	-1.2	-0.7	-0.2
CN(CC(=O)Nc1cccc(F)c1)C(=O)c1ccc(-c2cccc(C(F)(F)F)c2)o1	9.6	-10.4	-2.4	-27.2	-1.2	-4.0	2.7	-1.9	5.5	2.0
Cc1ccc(-n2ncc3c(SCc4ccccc4)ncnc32)cc1	0.4	-0.1	-3.4	-0.3	-1.2	2.4	-0.4	-0.4	-9.3	-1.3
CCOC(=O)c1c(S(=O)(=O)NCC(=O)N2CCN(c3cccc(OC)c3)CC2)c(C)n(C)c1C	-0.5	1.9	2.2	3.6	-3.8	-0.6	11.1	-1.3	6.1	4.8
COc1ccc2cc(S(=O)(=O)N3CCCCC3)ccc2c1S(=O)(=O)N1CCCCC1	6.1	-3.4	7.7	0.1	0.0	-1.1	2.7	1.7	-11.5	12.3
COc1ccc(CC2(CO)CCN(Cc3cnn(-c4ccc(F)cc4)c3)CC2)cc1	-6.6	1.7	-1.7	3.9	-8.0	-1.8	-1.9	0.8	2.5	0.0
CC1CCCC(NC(=O)C2CCN(S(=O)(=O)c3cnc[nH]3)CC2)C1C (configuration not stated)	-1.3	0.6	3.7	0.8	-0.5	0.7	-1.8	-0.6	0.0	3.1
O=C(CNC(=O)c1ccccc1F)NCCc1ccccc1F	1.2	3.6	1.4	3.2	-1.5	0.0	-5.6	1.1	2.0	-1.6

An excerpt of these results, with values under each structure.
Each structure is followed by: rCAG binder	mABHD4 FP	NPR1 activator	HTRA1 inh	Rev-erbA mod	SMARCA2 act	ARFGAP1 inhibitor	PG9 Ab binder	ASAP1 inh	GC-B act
> COc1ccc(CC2(CO)CCN(Cc3cnn(-c4ccc(F)cc4)c3)CC2)cc1
    -6.6	1.7	-1.7	3.9	-8.0	-1.8	-1.9	0.8	2.5	0.0
> CC1CCCC(NC(=O)C2CCN(S(=O)(=O)c3cnc[nH]3)CC2)C1C (configuration not stated)
    -1.3	0.6	3.7	0.8	-0.5	0.7	-1.8	-0.6	0.0	3.1

From PubChem BioAssay
